MEP2 TOR yeast: modulators of MEP2-GFP levels in yeast, primary screen, S. cerevisiae, multiplex flow cytometry, MLPCN library; S. cerevisiae MEP2-GFP strain, 3 h; 100% = DMSO control level; GFP response vs DMSO, % at 10 µM; 330,000 tested, 0.51% active;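 active means GFP response versus DMSO above a set limit, roughly screen mean plus 3 SD, cut at about 180% in these data; inconclusive means fewer than 70 cells counted for a yeast strain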;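 further: median GFP fluorescence of the barcode-gated MEP2-GFP cells per well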
procasp7 counter: procaspase-7 activators, primary screen, counter-screen for procaspase-3 activator project, biochemical, absorbance, HTS, human; recombinant procaspase-7, Ac-DEVD-pNA absorbance 405 nm; D23A/D198A/D206A triple mutant, cannot self-cleave; scale: DMSO 0, 5 µM enzyme 100; activation, % at 8.5 µM; 330,000 tested, 0.093% active; AID 463210, 2010;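 active means percent activation above the screen-wide mean plus 3 SD, cut at about 25% in these data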
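Assay system: Uncleavable procaspase-7 mutant enzyme / Input: 2 µM procaspase-7 mutant as dispensed / Dosing: single nominal 8.5 µM compound dose, 0.8% DMSO final / Timing: 1 h enzyme–compound preincubation and 2 h substrate reaction, both 25 °C / Detection: p-Nitroaniline absorbance at 405 nm, read at 0 and 120 min / Replication: singlicate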
LAP4 TOR yeast: modulators of LAP4-GFP expression in yeast, primary screen, S. cerevisiae, multiplex flow cytometry, MLPCN library. 3 h; median GFP as percent of DMSO wells. GFP response vs DMSO, % at 10 µM. 320,000 tested, 0.34% active;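 active means GFP response vs DMSO above a set limit, about the screen mean plus 3 SD, cut at about 150% in these data; inconclusive means under 70 cell events counted for the yeast strain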
AHR activator: AHR activators, primary screen, cell-based, luminescence, luciferase reporter, human | AHR-responsive luciferase reporter cells | Aryl hydrocarbon receptor (Homo sapiens), P35869 | activation, % at 5 µM | 320,000 tested, 2.5% active; in the data active means activation above about 47%;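 further: 0% = vehicle wells and 100% = reference agonist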
RPL19A TOR yeast: RPL19A-GFP expression modulators in yeast, primary screen, cell-based, S. cerevisiae, multiplex flow cytometry, MLPCN | S. cerevisiae RPL19A-GFP strain, 3 h; active compounds read low | percent response vs DMSO, % at 10 µM | 330,000 tested, 0.3% active | AID 2025, 2009;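 active means percent response vs DMSO below 50%; inconclusive means fewer than 70 events counted for the yeast strain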;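 further: median channel GFP fluorescence of the barcoded RPL19A-GFP strain; ratio of sample median GFP to plate DMSO average so 100% = DMSO; lower means less RPL19A-GFP as with rapamycin TOR inhibition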
procasp3 activ: activators of human procaspase-3 D3A mutant, primary screen, biochemical, absorbance, PC-3 D3A mutant, single concentration | Caspase-3 (Homo sapiens), P42574 | AID 463141, 2010 | 330,000 tested, 0.11% active | recombinant procaspase-3 D3A, Ac-DEVD-pNA absorbance 405 nm | activation, % at 8.5 µM;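 active means activation above the mean of all tested compounds plus 3 SD, cut at about 21% in these data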;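 further: 0% = DMSO alone and 100% = DMSO wells spiked with extra 5 µM PC-3 D3A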
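material = Procaspase-3 D3A mutant | probe or stimulus = Ac-DEVD-pNA | compound = single dose, 8.5 µM nominal compound, 0.8% DMSO | timing = 1 h preincubation, 2 h reaction | measured by = 405 nm absorbance of p-nitroaniline, reads at 0 and 120 min | benchmarks = DMSO-only low control, 5 µM PC-3 D3A high control | repeats = singlicate, each compound tested once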
EBNA-1 inh: EBNA-1 DNA-binding inhibitors, primary screen, biochemical, fluorescence polarization; AID 1950, 2009; 300,000 tested, 0.34% active; inhibition, % at 14.8 µM; in the data active means inhibition above about 28%
ZTA DNA inh: counter-screen for EBNA-1 inhibitors: inhibitors of Epstein-Barr virus ZTA | P03206 | ZTA-DNA binding, fluorescence polarization | inhibition, % at 11 µM | 320,000 tested, 0.15% active | AID 2234; in the data active means inhibition above about 33%
The depositor's hits bear a star; u = inconclusive; x = not tested or not shown; [ ] = remark or other dose.

Screens in order: MEP2 TOR yeast, procasp7 counter, LAP4 TOR yeast, AHR activator, RPL19A TOR yeast, procasp3 activ, EBNA-1 inh, ZTA DNA inh
- CCCS(=O)(=O)N1CCn2c(nc3ccccc32)C1
  114, -2, 110, -1, 92, -1, 2, 7
- O=C(O)c1ccccc1C(=O)c1ccc2c(c1)N(Cc1ccc(Cl)c(Cl)c1)C(=O)CO2
  99, 0, 105, 0, 97, -3, -4, 5
- C#CCN1C(=O)S/C(=C/c2cc(C)n(CC)c2C)C1=O
  99, -17, 94, 6, 100, -8, -1, 7
- CC(C)(C)NS(=O)(=O)c1ccc(CCC(=O)Nc2ccc3c(c2)OCO3)cc1
  108, -2, 97, 8, 94, 2, 0, 2
- COCC(=O)N(C)C1(c2nnnn2CCOC(=O)Nc2ccc(Cl)cc2)CCCCC1
  103, 0, 98, 6, 103, 1, 8, 5
- COc1ccc(-c2cn(-c3ccc(Cl)cc3)c3[n+]2CCCCC3)cc1
  101, 0, 110, -2, 95, -6, 2, 0
- O=C(O)CC1SC(=Nc2cccc(O)c2)NC1=O (stereo not given)
  105, 11, 93, 0, 99, 2, -3, -14
- CCc1cccc(C)c1NC(=O)COn1nnc2ccc(C(F)(F)F)cc21
  108, 14, 105, 5, 102, 0, 9, 9
- O=C(N/N=C/c1ccc([N+](=O)[O-])s1)c1ccccc1Br
  98, -10, 139, -3, 94, 7, -10, 6
- Cc1cc(NC(=O)COc2coc(CN3CCN(c4ccccc4F)CC3)cc2=O)no1
  99, -3, 100, -2, 95, -9, 12, 8
- Cc1nn(-c2ccccc2)c2c1C(c1ccncc1)C(C#N)=C(N)O2 (stereo not given)
  105, 6, 100, 17, 104, 5, 9, -1
- CC1(C)Cc2cccc(OCC(=O)N3CCN(c4ccccc4F)CC3)c2O1
  102, 3, 98, 8, 92, -4, -2, -6
- O=C(CSCc1ccccc1)N1CCN(S(=O)(=O)c2ccc(F)cc2)CC1
  97, -6, 96, 0, 90, -7, 2, -14
- O=C1NC2(CCCC2)N=C1c1ccc(F)cc1
  108, -1, 101, 1, 102, 10, -4, -5
- Cc1cc(C)n2ncc(-c3cccc(Br)c3)c2n1
  111, 10, 109, 88*, 106, -5, 0, -7
- O=C(O)C1CCCCC1C(=O)Nc1ccc(F)cc1F (stereo not given)
  u, 2, u, -2, 15*[may fluoresce violet], 6, -2, 11
- CN(Cc1cnccn1)C(=O)CC1C(=O)NCCN1Cc1c(F)cccc1Cl (stereo not given)
  96, 3, 97, 2, 94, 9, 0, 3
- CN1CCN(S(=O)(=O)c2cccc(C(=O)Nc3nccs3)c2)CC1
  99, -2, 107, -1, 95, 0, 1, -10
- C(#CCN1CCOCC1)COC(c1ccccc1)c1ccccc1
  125, 12, 107, 0, 104, -4, -4, -4
- CS(=O)(=O)c1cnc2c(S(=O)(=O)c3ccccc3)cnn2c1N
  96, 0, 106, -1, 97, -4, 5, 15
- COC(=O)CCN1CCN(S(=O)(=O)c2ccccc2Br)CC1
  94, 4, 107, 1, 99, -5, 0, 3
- CCCCCCNC(=O)c1cn(CC)c2cc(N3CCN(C)CC3)c(F)cc2c1=O
  90, 8, 97, 9, 97, 4, -10, -6
- Cc1csc(NC(=S)Nc2cccc(Cl)c2)n1
  101, -12, 126, 81*, 96, -12, 4, -7
- CC(C(=O)N1CCN(C=O)CC1)N1C(=O)c2ccccc2C1=O (stereo not given)
  90, 4, 97, 8, 105, 16, -4, -12
- COc1ccc(-c2noc(CN(C(=O)c3ccc(OC(C)=O)cc3)C(C)C)n2)cc1OC
  133, -8, 105, 3, 91, 3, -10, -11
- COc1cc(NC(=O)CN2C(=O)NC(C)(c3ccc(OC(F)F)cc3)C2=O)cc(OC)c1OC (stereo not given)
  108, 5, 102, 0, 110, 5, 8, 2
- COc1ccc(-c2[nH]ncc2CN2CCCN(C(=O)c3ccco3)CC2)cc1F
  94, -3, 93, 4, 97, -1, -7, -15
- CC(C)c1ccc(O)c(NC(=O)c2cncc(Br)c2)c1
  110, 6, 107, 12, 104, 3, 4, 12
- CCN(CC)S(=O)(=O)c1ccc(C(=O)OCCN2C(=O)c3cccc4c(N5CCOCC5)ccc(c34)C2=O)cc1
  140, -1, 114, 4, 104, 11, 7, 1
- Cc1ccc(N=Cc2ccc[nH]2)c(O)c1
  107, -4, 104, 18, 108, 10, -7, -5

Some of the entries so far, with each value named.
> Cc1csc(NC(=S)Nc2cccc(Cl)c2)n1
  MEP2 TOR yeast = 101; procasp7 counter = -12; LAP4 TOR yeast = 126; AHR activator = 81*; RPL19A TOR yeast = 96; procasp3 activ = -12; EBNA-1 inh = 4; ZTA DNA inh = -7

> CC(C(=O)N1CCN(C=O)CC1)N1C(=O)c2ccccc2C1=O (stereo not given)
  MEP2 TOR yeast = 90; procasp7 counter = 4; LAP4 TOR yeast = 97; AHR activator = 8; RPL19A TOR yeast = 105; procasp3 activ = 16; EBNA-1 inh = -4; ZTA DNA inh = -12

> COc1ccc(-c2noc(CN(C(=O)c3ccc(OC(C)=O)cc3)C(C)C)n2)cc1OC
  MEP2 TOR yeast = 133; procasp7 counter = -8; LAP4 TOR yeast = 105; AHR activator = 3; RPL19A TOR yeast = 91; procasp3 activ = 3; EBNA-1 inh = -10; ZTA DNA inh = -11

Next part.
Screens in order: MEP2 TOR yeast, procasp7 counter, LAP4 TOR yeast, AHR activator, RPL19A TOR yeast, procasp3 activ, EBNA-1 inh, ZTA DNA inh
- NC(=O)c1oc2ccccc2c1NC(=O)CCc1ccccc1
  102, -8, 96, 6, 107, -1, 6, -12
- NC(=O)[C@@H]1CCCCNc2c(I)cc([N+](=O)[O-])cc2C(=O)N[C@@H](CCC(=O)O)C(=O)N[C@@H](CO)C(=O)N1
  100, 10, 119, -1, 106, 3, 3, 8
- O=C(c1ccccc1)C1C(c2ccccc2)C1[N+](=O)[O-] (stereo not given)
  99, 2, 96, 2, 98, 3, -5, 2
- CN(CCOc1ccccc1)C(=O)CNC(=O)c1ccc(C(C)(C)C)cc1
  104, 3, 100, 7, 98, 7, x, 0
- COc1ccc(NC(=O)Cc2cccs2)c(OC)c1
  105, 1, 105, 3, 98, 8, -10, -6
- Cc1cccc(C(=O)N2CCC(=O)N(C(COCc3ccc(Cl)cc3)Cc3ccccc3)CC2)c1 (stereo not given)
  99, 4, 121, -2, 112, 1, -8, 15
- Cc1cc(NC(=O)c2cc(-c3ccc(OC(C)C)cc3)nc3ccccc23)no1
  104, -1, 99, 24, 100, 6, -7, -7
- Cc1ccccc1Oc1ncnc(N)c1[N+](=O)[O-]
  112, 8, 108, -1, 104, 6, -11, -2
- CCO[C@@H]1OC(C(=O)Nc2ccccc2)=C[C@H](c2ccc(Br)cc2)[C@H]1CCCO
  94, 1, 142, -2, 100, 8, 6, 9
- C[C@H](NC(=O)[C@@H]1CCC(=O)N1Cc1ccco1)c1ccccc1
  102, -6, 92, -3, 104, -3, 4, -17
- CCOC(=O)c1c(C)c(C(=O)NCCN2CCOCC2)c(C)n1C
  95, 6, 104, -2, 96, -8, -9, -13
- CCCCOc1ccc(Br)cc1/C(C)=N/NC1=NCCN1
  110, 2, 112, 57*, 99, -1, 2, 14
- C=C(C)COc1ccc2c(C)c(C)c(=O)oc2c1OCC(=C)C
  101, 2, 100, 5, 99, -1, 1, 12
- CCCCCN(C(=O)CCC(=O)OCc1cccc(C(F)(F)F)c1)c1c(N)n(CCCC)c(=O)[nH]c1=O
  97, 2, 100, 0, 104, -9, 12, 11
- CCCn1c(N2CCN(Cc3ccc(Cl)cc3)CC2)nc2ccccc21
  102, -3, 99, 1, 96, -1, -1, 11
- CCOc1ccc(NC(=O)CN(C)CC(=O)Nc2cc(Cl)ccc2C#N)cc1OCC
  93, 6, 85, 55*, 95, 2, 4, -1
- O=C(NCc1cccs1)C1CCCN(S(=O)(=O)c2ccc(Br)s2)C1 (stereo not given)
  100, 10, 98, 3, 100, 3, -4, -3
- CCOc1ccc(-n2cnc3scc(-c4ccc(OC)c(OC)c4)c3c2=O)cc1
  98, 6, 102, 7, 109, -1, 11, 0
- CC(=O)Nc1ccc(S(=O)(=O)N/N=C/c2cccnc2)cc1
  85, -15, 68, 2, 96, -4, -11, -4
- COC(=O)c1ccccc1NC(=O)N1CCN(C(=O)c2ccco2)CC1
  103, 13, 90, 0, 81, 0, 2, -6
- O=C(Cc1ccccc1[N+](=O)[O-])N1CCN(c2ccccc2F)CC1
  x, 4, x, 9, x, 1, -1, 2
- CCOc1ccc(C2(C)NC(=O)N(CCN(C)C)C2=O)cc1 (stereo not given)
  101, 9, 86, -2, 102, -10, 0, 2
- CCN(CC)S(=O)(=O)c1ccc(Cl)c(NC(=O)c2ccccc2C)c1
  99, -12, 100, 5, 104, 3, -1, 9
- N=c1n(CCOc2ccccc2)c2ccccc2n1CCN1CCOCC1
  100, 4, 97, 4, 97, 8, -10, -14

3 entries picked at random from the list so far:
Screens in order: MEP2 TOR yeast, procasp7 counter, LAP4 TOR yeast, AHR activator, RPL19A TOR yeast, procasp3 activ, EBNA-1 inh, ZTA DNA inh
- N=c1n(CCOc2ccccc2)c2ccccc2n1CCN1CCOCC1
  100, 4, 97, 4, 97, 8, -10, -14
- COC(=O)c1ccccc1NC(=O)N1CCN(C(=O)c2ccco2)CC1
  103, 13, 90, 0, 81, 0, 2, -6
- Cc1csc(NC(=S)Nc2cccc(Cl)c2)n1
  101, -12, 126, 81*, 96, -12, 4, -7
